Screening results as filed in PubChem.
PLK1 PBD inh: inhibitors of human PLK1 polo-box domain binding | Potency, µM, without a hit: max response, negative = inhibition, hits mostly inhibitors | P53350 | Plk1 PBD binding of FITC phosphopeptide, fluorescence polarization | 2.8% of 360,000 active; also: potency is read from the fitted curve at half-maximal effect; series mostly up to about 57 µM; % is scaled to controls: 0 for no effect and ±100 for the full control effect; nearly all actives have a fitted effect of over 65% in size
Target sequence (P53350 whole entry, looked up, the tested form may be a part): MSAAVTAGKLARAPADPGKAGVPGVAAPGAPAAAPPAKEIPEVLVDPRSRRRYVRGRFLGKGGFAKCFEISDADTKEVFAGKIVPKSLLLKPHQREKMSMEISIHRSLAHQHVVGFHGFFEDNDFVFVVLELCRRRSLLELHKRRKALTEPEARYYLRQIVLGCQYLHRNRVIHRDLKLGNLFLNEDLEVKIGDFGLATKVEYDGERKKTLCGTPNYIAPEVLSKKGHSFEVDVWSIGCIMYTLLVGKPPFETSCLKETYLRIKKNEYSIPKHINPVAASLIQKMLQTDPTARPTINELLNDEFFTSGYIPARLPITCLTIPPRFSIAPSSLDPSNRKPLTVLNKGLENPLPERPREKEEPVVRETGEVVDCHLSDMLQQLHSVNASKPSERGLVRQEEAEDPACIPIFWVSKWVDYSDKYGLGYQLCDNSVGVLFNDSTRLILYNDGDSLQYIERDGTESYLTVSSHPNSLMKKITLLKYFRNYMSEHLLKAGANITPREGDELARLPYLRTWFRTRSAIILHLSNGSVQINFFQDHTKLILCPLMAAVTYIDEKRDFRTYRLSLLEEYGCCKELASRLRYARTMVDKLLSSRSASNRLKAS
EPAC1 antagonist: EPAC1 (human) antagonism; O95398; EPAC1 GEF assay, Rap1b-BODIPY-GDP exchange fluorescence; Potency, µM (titrated, usually from 115 µM), for the others: at the highest dose activity change, negative = inhibition, usual class: inhibitors; 0.14% of 360,000 active; AID 720709;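 also: potency is read from the fitted curve at half-maximal effect; plate controls were vehicle for no effect and positive control for full effect; nearly all actives have a fitted effect of over 50% in size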
PI5P4K alpha inh: PI5P4K alpha (human) kinase inhibition | P48426 | PI5P4Kalpha enzyme, ADP-Glo luminescence, 60 min; active compounds read low | max response, % | 1.2% of 330,000 active | AID 652105; active = max response of -50% or lower; inconclusive = between -30% and -50%; inactive = -30% or higher; also: value at the top dose of about 77 µM; % is scaled to controls: 0 for no effect and ±100 for the full control effect
Target sequence (P48426 whole entry, looked up): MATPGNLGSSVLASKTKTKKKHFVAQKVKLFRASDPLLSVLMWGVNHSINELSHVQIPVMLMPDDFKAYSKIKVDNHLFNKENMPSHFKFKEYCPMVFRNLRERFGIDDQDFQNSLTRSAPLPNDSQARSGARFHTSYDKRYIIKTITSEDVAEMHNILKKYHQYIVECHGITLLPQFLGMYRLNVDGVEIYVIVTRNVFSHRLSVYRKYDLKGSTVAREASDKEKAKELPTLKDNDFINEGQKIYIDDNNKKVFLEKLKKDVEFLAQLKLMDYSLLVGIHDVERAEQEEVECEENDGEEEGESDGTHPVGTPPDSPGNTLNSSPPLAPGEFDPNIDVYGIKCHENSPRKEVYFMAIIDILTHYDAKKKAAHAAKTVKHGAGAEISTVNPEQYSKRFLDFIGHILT
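Human PI5P4Kalpha with substrate in 0.038 M HEPES pH 7.4, 0.28 mM EGTA, 0.1% CHAPS, 5% DMSO; reaction started with 5 microM ATP (final), 60 min at room temperature. ADP formed read by ADP-Glo luminescence.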
CCT chaperon mod: changes cytosolic chaperonin activity | purified chaperonin ATPase assay, HTRF ADP detection, 30 min | AID 651819 | 0.3% of 360,000 active | activity change, % (test concentration not listed), hits read low; in the data active = activity change below about -30%; also: % is scaled to controls: 0 for no effect and ±100 for the full control effect
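Nucleotide hydrolysis assay: TRiC at 20–40 nM final (set by batch activity) with 10 uM ATP, 30 min at 37 °C, in presence of 76 uM compound. Detection by competitive ADP HTRF, 30 min ambient.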
EPAC1 agonist: agonists of human EPAC1 | Potency, µM (highest dose often 154 µM), without a hit: top-dose activation, hits mostly activators | EPAC1 agonist qHTS, biochemical assay; response scale: 100% = response to 6.5 mM cAMP | 0.073% of 360,000 active | O95398; also: potency is read from the fitted curve at half-maximal effect; nearly all actives have a fitted effect of over 60% in size
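Compounds were pinned as a concentration titration into mixtures of EPAC1 (100 nM), BODIPY-GDP-loaded Rap1B (250 nM) and GDP (50 uM). After 5 min at room temperature, fluorescence was followed for 30 min; activity was scaled to 6.5 mM cAMP.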
MmCpn inh: inhibitors of Methanococcus maripaludis chaperonin (MmCpn). 0.031% of 330,000 active. purified Mm-Cpn ATPase, ADP Transcreener TR-FRET. Potency, µM (doses to about 76.9 µM), inactives show at the highest dose activity, negative = inhibition, actives largely listed as inhibitors; also: potency is read from the fitted curve at half-maximal effect; % is scaled to controls: 0 for no effect and ±100 for the full control effect; nearly all actives have a fitted effect of over 80% in size
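ATPase read-out: TR-FRET ADP immunoassay (anti-ADP Eu cryptate vs ADP-d2), ex 320 nm, em 590/665 nm; signal drops as ADP forms. Enzyme 25 nM, ATP 10 uM, 30 min at 37°C after 10 min compound preincubation.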
EPAC2 antag: EPAC2 (human) antagonism. Q8WZA2. AID 720708. 0.18% of 360,000 active. Potency, µM (highest dose often 114 µM), for inactives: top-dose activity, negative = inhibition, most hits filed as inhibitors. EPAC2 GEF exchange of Rap1B-BODIPY-GDP, fluorescence; also: potency is read from the fitted curve at half-maximal effect; % is scaled to controls: 0 for no effect and ±100 for the full control effect; nearly all actives have a fitted effect of over 45% in size; many of its hits are not listed in these tables
WRN helicase inh: inhibitors of human WRN helicase; Potency, µM (doses to about 114 µM), inactives show at the top dose activity change, negative = inhibition, hits mostly inhibitors; 0.46% of 360,000 active; WRN helicase unwinding, fluorescent forked duplex, kinetic; also: potency is read from the fitted curve at half-maximal effect; % is scaled to controls: 0 for no effect and ±100 for the full control effect; nearly all actives have a fitted effect of over 55% in size
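WRN at 20 nM final was preincubated with compound for 15 min at room temperature; reaction started with 100 nM forked duplex oligonucleotide carrying fluorophore and quencher plus 2 mM ATP (final). Unwinding followed kinetically by red fluorescence (ex 525/em 598 nm).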
Active calls of the source: *; ? = inconclusive; · = not tested or not shown; [ ] = remark or other dose. Unless noted, calls follow the shape of the dose curve; as a rule, active = well fitted curve in the direction sought with a large enough effect; inconclusive = small, poorly fitted or top-dose-only effect, or another doubt; inactive = no such curve, though single readings can be large; an effect the other way counts as inactive or inconclusive. Some of the compounds tested; rates above refer to the full screens.

SMILES | PLK1 PBD inh | EPAC1 antagonist | PI5P4K alpha inh | CCT chaperon mod | EPAC1 agonist | MmCpn inh | EPAC2 antag | WRN helicase inh
O=C(Nc1cc2ccccc2oc1=O)c1ccccc1 | -2% | 10% | -11 | -0.5 | -3% | -5% | 5% | 4%[57.1 µM]
COc1ccc(NC(=O)Nc2ccc3[nH]ccc3c2)cc1 | -1% | 3% | -2 | 0.1 | -3% | · | 0% | -24%
S=c1[nH]nc(NCCc2ccccc2)s1 | ? | -2% | -73* | -1.2 | 6% | 2% | -2% | -5%
Cc1c(-c2ccccc2)sc(N)c1C(=O)N1CCOCC1 | 24µM* | ? | -5 | -3.0 | 1% | -1% | -1% | 3%
COc1ccc(CC2S/C(=N/N=C/c3ccc(O)cc3)NC2=O)cc1 (stereo not given) | -5% | 2% | -8 | 1.5 | 3% | 2% | 1% | -12%
NC(=O)CC(NC(=O)Cc1ccc(Cl)cc1)c1ccc(NCCCN2CCCC2=O)c([N+](=O)[O-])c1 (stereo not given) | 4% | 20% | 0 | -1.4 | -4% | 2% | 7% | -2%
C[C@H](NC(=O)c1nc[nH]c1C(=O)NCCCCCNC(=O)OC(C)(C)C)C(=O)OCc1ccccc1 | 1% | -30% | 5 | -1.2 | -5% | · | -16% | -7%
CCOc1cccc(N2C(=O)CC(N3CCC(C(N)=O)(N4CCCCC4)CC3)C2=O)c1 (stereo not given) | 0% | -7% | -5 | -2.9 | 2% | 0% | -3% | 3%[57.1 µM]
Cc1cc(S(=O)(=O)NCC(C)C)ccc1OCC(=O)NCc1ccccn1 | -4% | 10% | -1 | -0.9 | -3% | · | 8%[57.1 µM] | 14%
COc1ccc(OC)c2sc(N(CCN(C)C)C(=O)c3cc(Cl)sc3Cl)nc12 | -8% | -26% | 6 | 0.6 | 5% | -2% | 2% | 9%
CN(C(=O)COC(=O)c1ccc2ccccc2n1)C1CCS(=O)(=O)C1 (stereo not given) | 1% | -8% | -2 | -4.0 | 4% | 2% | 0% | -4%[57.1 µM]
Cc1ccc(S(=O)(=O)N2CCN(C(=O)CC(C)n3cncn3)CC2)cc1 (stereo not given) | -19% | -21% | 3 | -0.2 | -12% | 0% | 1% | -1%
O=C(CSc1nc2ncc(Cl)cc2[nH]1)N1CCOCC1 | -7% | -12% | 2 | -0.3 | 3% | 0% | 2% | 6%
Cc1ccc(CNc2ccc(N3CCOCC3)c(C(=O)O)c2)s1 | -9% | -6% | · | 0.4 | 8% | -18% | -4% | 3%
C=CCn1c(C23CC4CC(CC(C4)C2)C3)n[nH]c1=S | -3% | -11% | 4 | 0.6 | 3% | -1% | 0% | 3%
Cc1cccc(N(CC(=O)NC2CCCC2)C(=O)c2csnn2)c1C | -11% | -10% | 2 | -2.3 | 2% | 0% | 0% | -7%
COc1ccc(-n2ccnc2SCC(=O)Nc2ccc(OC)cc2OC)cc1 | -3% | 9% | -6 | -0.1 | 4% | -2% | 13% | -7%[57.1 µM]
CN(CC(=O)Nc1cccc(F)c1)C(=O)c1cn(-c2ccccc2)nc1-c1cccs1 | -7% | -19% | -6 | -3.0 | 3% | · | -12% | -2%
COc1ccc(Oc2ccc(N/C=C/C(=O)C(C)(C)C)cc2)cc1 | -16% | -8% | 2 | 1.5 | -2% | 2% | ? | 5%
N#CCCN(C(=O)COC(=O)C1CCN(c2ccc(C(F)(F)F)cn2)CC1)c1ccc(F)cc1 | 5% | -12% | 2 | 2.2 | 19% | 1% | -23% | -5%

Continued (2 carried over from the part before).
SMILES | PLK1 PBD inh | EPAC1 antagonist | PI5P4K alpha inh | CCT chaperon mod | EPAC1 agonist | MmCpn inh | EPAC2 antag | WRN helicase inh
COc1ccc(Oc2ccc(N/C=C/C(=O)C(C)(C)C)cc2)cc1 | -16% | -8% | 2 | 1.5 | -2% | 2% | ? | 5%
N#CCCN(C(=O)COC(=O)C1CCN(c2ccc(C(F)(F)F)cn2)CC1)c1ccc(F)cc1 | 5% | -12% | 2 | 2.2 | 19% | 1% | -23% | -5%
O=C(NCc1ccccc1Cl)c1ccc2nc[nH]c2c1 | -2% | 5% | -24 | 2.1 | -9% | 0% | 13% | 0%
Cc1cccnc1CN1CCN(Cc2nc(C(c3ccccc3)c3ccccc3)no2)CC1 | 7% | 7% | 0 | 0.2 | 13% | 0% | -12% | -8%
COC(=O)c1ccccc1NC(=O)CSc1nc(N)cc(N)n1 | -16% | ? | -1 | 0.2 | -2% | 0% | 1% | 6%
C=CCC[C@@H](Cc1ccc(F)cc1)C(=O)OC[C@@H]1CCCN1C(=O)[C@@H](CC=C)CC(=O)N[C@@H](CO)Cc1ccccc1 | 0% | -23% | 9 | -3.4 | -35%[inhibitor] | 0% | -23% | -9%
CNC(=O)COC(=O)c1ccc(NS(=O)(=O)c2ccc3c(c2)OCCO3)cc1 | -5% | -2% | 2 | 1.2 | 2% | 1% | 4% | -20%
COc1ccc(N2CCN(C(=O)CCc3ccc(S(=O)(=O)NCC(C)C)cc3)CC2)cc1 | -6% | -9% | -7 | -1.0 | -9% | -1% | -3% | -1%
Nc1ccc(C2(c3ccc(N)cc3)c3ccccc3C(=O)c3ccccc32)cc1 | -3% | -8% | 4 | 0.1 | 20% | · | ? | -1%
CNC(=O)CN(C1CCCCC1)S(=O)(=O)c1ccc(F)cc1 | -7% | 10% | 0 | -2.0 | -4% | -1% | 6% | 9%
CC1CCN(S(=O)(=O)c2ccc(NC(=O)N3c4ccccc4Sc4ccccc43)cc2)CC1 | -6% | 2% | · | -2.0 | 10% | 1% | 9% | 2%
COCCCNCCCCOc1ccc(OCc2ccccc2)cc1 | -14% | 1% | 3 | -0.7 | 2% | 1% | -8% | 1%
COc1ccc(OC)c(NC(=O)Cc2nn(C)c(=O)c3ccccc23)c1 | -4% | 4% | 0 | -1.3 | -12% | 0% | 2% | 4%[57.1 µM]
CCC(C)[C@H](NC(=O)NCc1ccco1)C(=O)OC (stereo not given in full) | -7% | -4% | 0 | 1.7 | 5% | 1% | 4% | -15%
Cc1ccc2oc(C(=O)NCc3ccc(S(N)(=O)=O)cc3)cc(=O)c2c1 | -1% | 10% | -2 | -1.6 | 8% | -1% | -26% | -11%
Cc1ccccc1OCCNC(=O)c1ccccc1Sc1ccccc1C#N | -9% | -14% | 1 | -1.6 | 13% | 0% | -9% | -7%
O=C(NCCc1ccc(Cl)cc1Cl)c1cccnc1 | 1% | -10% | 6 | 0.2 | 4% | -1% | -6% | 1%
CCCCn1c(=O)nc2n(-c3ccc(C)cc3)c3ccccc3cc-2c1=O | -1% | 8% | 1 | -0.9 | -4% | -2% | 18% | -18%[57.1 µM]
Cc1c(CCC(=O)N[C@@H](CC(C)C)C(=O)O)c(=O)oc2c(C)c3oc4c(c3cc12)CCCC4 | 30µM* | -22% | -5 | -4.3 | 4% | -1% | -12% | -1%
CC(C)(C)C(=O)N1CCc2cc(-c3csc(N)n3)ccc21 | -21% | 15% | 4 | 1.3 | 5% | -4% | 14% | -13%
CC(=O)Nc1nc(SCc2cccc3ccccc23)n[nH]1 | 0% | 4% | -8 | 1.4 | -2% | 0% | 13% | 2%
COc1ccc(CCN2C(=O)C3C4C=CC(C4)C3C2=O)cc1OC (stereo not given) | 2% | 3% | · | -2.4 | 2% | 3% | 5% | 2%
Cc1cccc(C)c1NC(=O)C1(C)CN(S(C)(=O)=O)CC(=O)N1Cc1cccs1 (stereo not given) | -4% | 21% | -2 | · | -5% | · | 1% | -2%
COc1ccc(-n2c(SCC(N)=O)nnc2-c2cccnc2)cc1 | -12% | 12% | -3 | -0.1 | 0% | -2% | 0% | 10%
CCOC(=O)Cn1c(=O)c2c(nc(N3CCCCC3)n2Cc2ccccc2)n(C)c1=O | -11% | -8% | 0 | 0.2 | 5% | -1% | -6% | -31%
N#Cc1ccc(NC(=O)COC(=O)CCc2ccc(S(=O)(=O)N3CCCCC3)cc2)cc1 | -22% | ? | 4 | -3.8 | -16% | 1% | -12% | -7%
N#Cc1c(N)c(C(=O)c2ccc(Br)cc2)n2c1CCC2 | 3% | -8% | -4 | -4.2 | -1% | -3% | 5% | -19%
CC(=O)c1cccc(S(=O)(=O)Nc2cccnc2)c1 | -17% | 8% | -4 | -2.6 | 13% | -1% | 8% | -10%
CC(C)CCN1C(=O)c2ccc(C(=O)Nc3cccc(S(N)(=O)=O)c3)cc2C1=O | -6% | 3% | 0 | -4.3 | -18% | -2% | -1% | -16%
Cc1onc(-c2ccccc2)c1C(=O)OCC(=O)N1CCCCC1 | -13% | -7% | 8 | -1.1 | 13% | · | -1% | 3%
OCC[C@H]1C[C@@H](O)[C@H](O)[C@]2(OCCCc3ccccc32)O1 | -7% | -13% | 0 | -1.2 | 7% | -8% | -5% | 0%
COc1ccccc1/C=C1/C(=O)N(c2cc(C)cc(C)c2)C(c2cccc([N+](=O)[O-])c2)S1(=O)=O (stereo not given) | ? | 8% | -4 | 0.4 | -1% | -2% | -5% | 9%
O=[N+]([O-])C1C(c2ccccc2)=NOC1c1ccccc1O (stereo not given) | -3% | 8% | -8 | 0.6 | -7% | 1% | -10% | 3%
Oc1ccc(/C=N/NC(=S)Nc2cccnc2)cc1O | -28% | -22% | -6 | -1.0 | 3% | -24% | -2% | -29%
CCc1cccc(CC)c1NC(=O)COC(=O)CC1c2ccccc2CCN1S(=O)(=O)c1ccccc1 (stereo not given) | -1% | -15% | 5 | -0.6 | 7% | 0% | -8% | -21%[57.1 µM]
Nc1cc(N)c2c(c1)C(=O)c1ccccc1-2 | -2% | -12% | -6 | -2.5 | 2% | · | 4% | -27%
CC(=O)N1CCc2c(sc(NC(=O)c3ccc([N+](=O)[O-])o3)c2C#N)C1 | 24µM* | -23% | ? | -1.1 | 6% | -6% | -1% | -22%[57.1 µM]
CCC(C)(C)n1nnnc1C(c1ccc(OC)c(OC)c1)N1CCN(c2ccc(F)cc2)CC1 (stereo not given) | 0% | -8% | -6 | -0.8 | 13% | 1% | 0% | -4%
O=C(Nc1nnc(CSCc2ccccc2F)s1)c1cccc([N+](=O)[O-])c1 | ? | 1% | -22 | -0.7 | 7% | -12% | -1% | -4%
COC(=O)CNC(c1ccccc1)c1cc(Br)ccc1N (stereo not given) | 3% | 0% | -9 | -0.4 | -9% | 3% | -13% | 2%
Cc1ccc(NC(=O)COC(=O)c2cc(Cl)cc(Cl)c2)c(Br)c1 | -8% | -24% | 7 | -0.2 | 10% | 1% | -2% | 1%
